GAA glycogen mod = inhibitors or activators of human alpha-glucosidase glycogen cleavage; P10253; 0.38% of 300,000 active; Potency, µM (doses to about 76.4 µM), for the others: at the top dose activity change, negative = inhibition, usual class: inhibitors; recombinant GAA, glycogen substrate, Amplex Red glucose oxidase fluorescence;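 also: 0% = full enzyme reaction and -100% = no-enzyme basal signal; the screen sought inhibitors and activators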
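qHTS, 1536-well; enzyme 4 nM final; cpd up to 77 uM; substrate bovine liver glycogen 30 ug; 50 mM citrate/phosphate pH 5.0, 0.01% Tween-20; 37 C, 40 min; Amplex Red detection 45 min RT; Hill fit → AC50.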
GAA inhib = alpha-glucosidase (human) inhibition. purified human GAA, 4-MU-alpha-glucoside fluorescence. Potency, µM (series often up to 76.9 µM), for the others: top-dose activity change, negative = inhibition, actives largely listed as inhibitors. 0.005% of 200,000 active;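 also: plate controls were uninhibited enzyme wells for no effect and no-enzyme background for full effect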
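Fluorescence at Ex 365/Em 440 nm from 4-methylumbelliferone reported enzyme activity after 20 min at room temperature. Reactions used 4 nM enzyme and 400 uM substrate at pH 5.0; curves fitted with the Hill equation.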
SMN2 splice enh = increases expression of the SMN2 splice variant. AID 1458. HEK293 SMN2-luciferase splicing reporter, luminescence, 30-36 h. Potency, µM (titrated, usually from 46.1 µM), for the others: at the highest dose activity change, positive = activation, hits mostly activators. 2.8% of 210,000 active; also: % of control where 0% means no effect; nearly all actives have a fitted effect of over 55% in size
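HEK293 cells carry an SMN2 minigene-luciferase reporter in which exon 7 inclusion puts luciferase in frame. Cells were seeded at 2000 cells/well, attached for 10-12 hours, then exposed to compounds for 30-36 hours at 37C before ONE-Glo luminescence.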
aGal spleen mod = inhibitors or activators of human alpha-galactosidase in spleen homogenate | P06280 | human spleen homogenate, 4MU-alpha-Gal fluorescence, 40 min | 0.008% of 240,000 active | Potency, µM (titrated, usually from 80 µM), for the others: at the top dose activity change, negative = inhibition, actives largely listed as inhibitors;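 also: 0% = enzyme with vehicle and -100% = no enzyme basal signal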
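Inhibition or activation of alpha-galactosidase in human spleen homogenate is scored by 4-MU fluorescence after 40 min at 37C, pH 5.0, with 1 mM substrate. AC50s come from concentration-response fitted to the Hill equation.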
JMJD2E inh = JMJD2E (human) inhibition. 1.6% of 230,000 active. Potency, µM (series often up to 57.1 µM), for inactives: top-dose activity change, negative = inhibition, most hits filed as inhibitors. JMJD2E catalytic domain, FDH-coupled NADH fluorescence (FDH is formaldehyde dehydrogenase). B2RXH2. AID 2147; active = well fitted inhibition curve with a large enough effect, not every such curve was filed as active; inconclusive = small, poorly fitted or top-dose-only effect, or another doubt; inactive = no such curve, though single readings can be large or run the other way;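 also: 0% = wells with enzyme and -100% = buffer wells without enzyme; nearly all actives have a fitted effect of over 50% in size; many of its hits are not listed in these tables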
GoLoco inh red = RGS12 GoLoco-Gai1 interaction inhibition; P63096; Gai1:RGS12 GoLoco peptide FP, rhodamine, 10 min; Potency, µM (highest dose often 61.6 µM), for inactives: at the top dose activity, negative = inhibition, usual class: inhibitors; 0.44% of 230,000 active; active = well fitted inhibition curve with a large enough effect, not every such curve was filed as active; inactive = no such curve, though single readings can be large or run the other way; also: % is scaled to controls: 0 for no effect and ±100 for the full control effect; nearly all actives have a fitted effect of over 30% in size; many of its hits are not listed in these tables
Target sequence (P63096 whole entry, looked up): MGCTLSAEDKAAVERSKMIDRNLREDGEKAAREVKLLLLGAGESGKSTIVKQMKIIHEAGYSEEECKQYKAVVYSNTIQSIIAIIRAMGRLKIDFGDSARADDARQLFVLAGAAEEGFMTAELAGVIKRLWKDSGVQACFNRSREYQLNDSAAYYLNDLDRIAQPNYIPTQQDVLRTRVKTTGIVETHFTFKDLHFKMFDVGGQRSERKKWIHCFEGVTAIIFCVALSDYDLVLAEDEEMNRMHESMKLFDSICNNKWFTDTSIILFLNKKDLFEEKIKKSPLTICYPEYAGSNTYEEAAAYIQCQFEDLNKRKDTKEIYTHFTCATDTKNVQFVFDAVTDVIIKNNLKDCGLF
ALDH1A1 block = ALDH1A1 (human) enzyme inhibition; 7.3% of 220,000 active; AID 1030; P00352; Potency, µM (doses to about 75.3 µM), for inactives: at the top dose activity, negative = inhibition, most hits filed as inhibitors; Purified ALDH1A1, NADH fluorescence, propionaldehyde substrate; active = well fitted inhibition curve with a large enough effect, not every such curve was filed as active; inconclusive = small, poorly fitted or top-dose-only effect, or another doubt; inactive = no such curve, though single readings can be large or run the other way;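 also: plate controls were no enzyme wells and a reference inhibitor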
Target sequence (P00352 whole entry, looked up): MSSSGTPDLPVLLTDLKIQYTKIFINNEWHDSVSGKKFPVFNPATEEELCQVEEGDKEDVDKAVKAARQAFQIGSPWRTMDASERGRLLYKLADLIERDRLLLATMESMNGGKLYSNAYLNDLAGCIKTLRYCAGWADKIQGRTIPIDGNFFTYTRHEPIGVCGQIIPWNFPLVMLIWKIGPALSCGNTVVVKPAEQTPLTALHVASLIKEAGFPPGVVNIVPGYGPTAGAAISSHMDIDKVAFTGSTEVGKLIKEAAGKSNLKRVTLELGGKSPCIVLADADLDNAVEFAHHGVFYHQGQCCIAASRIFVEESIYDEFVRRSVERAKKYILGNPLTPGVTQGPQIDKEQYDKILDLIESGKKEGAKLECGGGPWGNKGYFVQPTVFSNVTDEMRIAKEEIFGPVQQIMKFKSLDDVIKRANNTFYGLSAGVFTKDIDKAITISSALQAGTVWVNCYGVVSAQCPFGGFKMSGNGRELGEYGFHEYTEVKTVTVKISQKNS
aGlu spleen mod = inhibitors or activators of human alpha-glucosidase in spleen homogenate; human spleen homogenate, 4-MU-alpha-glucoside fluorescence; Potency, µM (top dose mostly 79.9 µM), without a hit: at the highest dose activity change, negative = inhibition, hits mostly inhibitors; 0.006% of 240,000 active; AID 2112;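 also: 0% = enzyme with vehicle and -100% = no enzyme basal signal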
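AC50 values come from Hill-equation fits of concentration-response data, normalized to no-enzyme and full-activity controls. Enzyme source: 1 ug human spleen homogenate; 1 mM fluorogenic 4-MU glucoside, pH 5.0 citrate buffer, 37 C, 40 min.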
Active calls of the source: *; ? = inconclusive; . = no result given; & = joins results of further samples; [ ] = remark or other dose. Unless noted, calls follow the shape of the dose curve; as a rule, active = well fitted curve in the direction sought with a large enough effect; inconclusive = small, poorly fitted or top-dose-only effect, or another doubt; inactive = no such curve, though single readings can be large; an effect the other way counts as inactive or inconclusive. Potency is read from the fitted curve at half-maximal effect. Some of the compounds tested; the hit share may differ from the screen's.

SMILES | GAA glycogen mod | GAA inhib | SMN2 splice enh | aGal spleen mod | JMJD2E inh | GoLoco inh red | ALDH1A1 block | aGlu spleen mod
C=CCNc1nc(C)nc(OC)n1 | 10% | ? | . | 2% | -8% | . | 6% | 4%
CC(=O)c1c(C(C)=O)c(C)n(C2CCCCC2)c1C | 5% | 3% | -10% | 6% | 9% | -5% | 1% | 3%
Cc1nc(SCn2nnc3ccccc3c2=O)nc(C)c1C | 2% | 2% | -5% | 3% | 1% | 8% | ? | -4%
Cc1csc(=Nc2ccccc2)n1CCO | 13% | -7% | 14% | -10% | -1% | -7% | 1% | -4%
COc1ccccc1NC(=O)Cn1c(=O)n2nc(C)nc2c2ccccc21 | 5% | -1%[15.4 µM] | -7% | 1% | 2% | 4% | 20µM* | -3%
O=C(CSc1nnc2ccccn12)Nc1ccc2c(c1)OCO2 | -1% | 3% | 13% | 5% | -1% | 6% | 11% | -1%
CC(=O)N1CCC2(CC1)C/C(=N\NC(=S)Nc1ccccc1C)c1cc(O)ccc1O2 | ? | 2% | -3% | -2% | ? | 3% | ? | 0%
O=C(NCc1ccco1)Nc1ccc([N+](=O)[O-])cc1 | 8%&-5% | -7% | -5% | 9%&-4% | -13%&0% | -6%&0% | -10% | -1%&-3%
Cc1ccc(-n2nc(C)c3c(=O)[nH]c(C(F)(F)F)nc32)cc1 | -1% | -3% | -31%[inhibitor] | 5% | 2% | 2% | -2% | -1%
CC(C)Cn1cnc2c(c1=N)C(c1ccccc1)C1=C(CC(C)(C)CC1=O)O2 (configuration not stated) | -3% | . | . | 8% | 0% | 3% | . | 0%
O=C(N/N=C/c1cccc(Oc2ccccc2)c1)c1ccccc1Br | -5% | ? | -20% | 8% | -3% | -3% | -10% | 5%
COc1ccc(/C=C2\SC(=O)N(CCNC(=O)C3CC(=O)N(c4ccccc4)C3)C2=O)cc1 (configuration not stated) | 6% | -1% | 19% | -1% | ? | 4% | ? | -4%
COc1ccc(CCNC(=O)CSc2nc3[nH]ncc3c(=O)n2-c2ccccc2OC)cc1OC | -8% | -2% | 0% | 5% | 0% | 0% | 1% | -2%
O=C(CSc1nnc(C2CC2)n1Cc1ccccc1)Nc1cccnc1Cl | -14% | -2% | 10% | 9% | -13% | 10% | 7% | 11%
COC(=O)c1cc(NC(=O)c2c(-c3c(Cl)cccc3Cl)noc2C)ccc1N1CCOCC1 | -2% | . | . | 7% | ? | 2% | . | 4%
O=C1c2ccccc2S(=O)(=O)N1CC(O)COc1ccc(Br)cc1 (configuration not stated) | -15% | -5% | -11% | -2% | -3% | 13% | ? | -3%
CN(Cc1ccccc1)S(=O)(=O)c1cccc2nsnc12 | 3% | -4% | -13% | -7% | 5% | 5% | -4% | 2%
O=C(NC1CCCCC1)NC1CC2CCC(C1)N2C(=O)NCc1ccccc1 (configuration not stated) | -2% | ? | -1% | -6% | 1% | 0% | 8% | 2%
COc1ccc(CCNS(=O)(=O)c2ccc3c(c2)CCN3C(=O)CCC(=O)O)cc1OC | -7% | 1% | -5% | 3% | 1% | 8% | 15% | -1%
OC(COCc1ccccc1)CN1CCN(c2ccccc2F)CC1 (configuration not stated) | 8% | ? | -2% | 5% | -2% | 6% | 10% | -17%
COCC(=O)Nc1ccccc1-c1ccccc1 | -2% | 0% | 22% | 3% | 3% | 2% | -10% | 8%
COc1ccc(CNC(=O)CCC(=O)N2CCN(S(=O)(=O)c3ccc(Cl)cc3)CC2)cc1 | 0% | ? | 1% | 0% | 8% | -5% | ? | -14%
Nc1c(-c2ccccc2)n[nH]c1-c1ccccc1 | ? | 1% | 13µM* | 0% | ? | -5% | ? | -5%
Cc1cc(NC(=O)CSc2nccn2C)n(-c2ccccc2)n1 | -7% | . | . | 1% | -2% | -1% | . | 5%
C=C1C2=CC(=O)OC(c3ccoc3)[C@]2(C)CCC1[C@]1(C)C=CC(=O)C(C)(C)C1CC(=O)OC (some centres not stated) | . | . | -2% | 14% | -6% | 1% | ? | 5%
Later entries:
SMILES | GAA glycogen mod | GAA inhib | SMN2 splice enh | aGal spleen mod | JMJD2E inh | GoLoco inh red | ALDH1A1 block | aGlu spleen mod
CCN(Cc1ccncc1)Cc1cn[nH]c1-c1cc(OC)c(OC)c(OC)c1 | 9% | -2% | . | -3% | -26% | -2% | ? | -1%
Cc1cc(N(C)C)c(C#N)c(N2CCOCC2)n1 | -8% | -1% | . | 2% | 14% | . | 6% | 7%
CCN1CCN(Cc2ccccc2NC(=O)Nc2ccc(C)cc2)CC1 | -21% | 0% | ? | -3% | 9% | 2% | 5% | -4%
CC(C)C1CC(CCN2CCCCC2)(c2ccccc2)CCO1 (configuration not stated) | 2% | -4% | -2% | -4% | -5% | 5% | -4% | .
COc1ccc(NC(=O)c2ccc(Oc3ncccn3)cc2)cc1 | -25% | -1% | 12% | 5% | 1% | 10% | -3% | 2%
COc1ccc(N(CC(=O)Nc2ccccc2C(=O)NCc2ccco2)S(C)(=O)=O)cc1 | -4% | -2% | 4% | 4% | -2% | 2% | 11µM* | -6%
CCCCC(CC)C1OCC(C[N+]2(C)CCOCC2)O1 (configuration not stated) | 9% | -3% | -7% | -1% | -12% | 10µM* | 0% | -3%
CC(C)c1nc(SCC(=O)Nc2c[nH]c(=O)[nH]c2=O)c2cnn(-c3ccccc3)c2n1 | 26% | -6% | 15% | -3% | ? | 9% | 13% | 3%
COc1cccc(NC(=O)c2ccccc2SC)c1 | 4% | ? | . | 5% | -3% | -5% | -8% | 1%
O=C(CSc1nnc(SCc2cccc3ccccc23)s1)N/N=C/C=C/c1ccccc1[N+](=O)[O-] | 0% | -15% | 21% | 2% | -3% | 6% | -2% | -2%
CCS(=O)(=O)N1CCC(C(=O)NCC2CCCO2)CC1 (configuration not stated) | 8% | -5% | -18% | -1% | -2% | -8% | 8% | 0%
CC(C)c1ccc(/C=N/NC(=O)c2ccccn2)cc1 | -24% | . | . | 6% | 0% | 0% | . | -5%
COC(=O)[C@H](Cc1ccccc1)NC(=O)O[C@@H]1C(=O)c2ccc(OC)cc2O[C@H]1c1ccc2c(c1)OCO2 | . | . | -8% | -18% | -2% | -16% | 5% | -2%
O=c1c2ccccc2[nH]c(=S)n1CCCN1CCOCC1 | -20% | -10% | 0% | 2% | 2% | 4% | -2% | 5%
COc1ccc(-c2cc3ccccc3n2CC(O)Cn2nc(C)cc2C)cc1 (configuration not stated) | -16% | -6% | -2% | -13% | ? | 5% | ? | -3%
O=C(/C=C\NCC(=O)c1ccccc1)c1ccc2ccccc2c1 | 11% | -3% | . | -11% | 18µM* | . | 4.5µM* | -5%
O=C(N/N=C/c1ccco1)c1ccc2nc[nH]c2c1 | 7% | -11% | . | 4% | -2% | 9% | -5% | -1%
COc1cccc(C2C(C#N)=C(C)NC3=C2C(=O)CC(C)(C)C3)c1 (configuration not stated) | -3% | ? | -9% | 3% | ? | 6% | ? | -4%
N#CCC(=O)Nc1ncn(Cc2ccccc2Cl)n1 | -1% | 5% | -8% | 5% | 11% | 2% | ? | 3%
Cc1cccc(S(=O)(=O)Nc2cccc(-c3cn4ccsc4n3)c2)c1 | -3% | -3% | -32%[inhibitor] | 7% | 6% | 5% | 10µM* | 5%
CCOC(=O)C(CCc1nnc(N)s1)C(=O)OCC | -17% | 2% | 1% | 1% | 2% | -3% | 1% | 6%
CC/C(=N\NC(=O)CNC(=O)/C=C/c1ccco1)c1ccccc1 | 9% | -2% | 16% | -3% | 17% | 8% | 14µM* | -6%
O=C1CCCC/C1=C\Nc1ccc(C(=O)O)c(O)c1 | -16% | . | . | 12% | -9% | 5% | . | 5%
O=c1cc(-c2ccc(O)cc2)oc2ccccc12 | 0% | -7% | ? | 10% | ? | -9% | -5% | 0%
COc1ccc(CCNC(=O)Cn2cccc2C(=O)c2ccccc2)cc1OC | 0% | -9% | -10% | -1% | -11% | 0% | 11% | -7%
Remaining list, next part
SMILES | GAA glycogen mod | GAA inhib | SMN2 splice enh | aGal spleen mod | JMJD2E inh | GoLoco inh red | ALDH1A1 block | aGlu spleen mod
CC(=O)N1CCc2cc(Br)cc(S(=O)(=O)N3CCN(C(=O)c4ccco4)CC3)c21 | 3% | -5% | -12% | 6% | 4% | 4% | ? | 3%
Cc1nnc(SCc2nc3ccccc3[nH]2)s1 | 2% | -1% | 9% | -7% | 3% | 5% | 11% | -12%
CCOc1ccc(CCNC(=O)C2CCCN2C(=O)OCc2ccccc2)cc1OCC (configuration not stated) | -10% | -11% | -41%[inhibitor] | 5% | -8% | 1% | 13% | 0%
O=C(COc1ccc(Cl)cc1Cl)N1CCN(c2ccccn2)CC1 | 13% | -4% | -8% | -8% | ? | -12% | ? | -3%
C=C(C)Cn1c(N2CCN(CC)CC2)nc2c1c(=O)[nH]c(=O)n2C | 11% | -6% | 4% | 0% | 8% | 7% | -3% | -2%
COc1ccc(C(=O)CSc2nc(C(C)(C)C)nc3ccccc23)cc1 | -18% | -11% | . | 5% | -8% | 13% | 14µM* | 5%
CCOC(=O)c1nn(-c2ccc(Cl)cc2)c2nc(Nc3ccccc3)cc(=O)n12 | 1% | -3% | 9% | 2% | -6% | 2% | 2% | -4%
Cc1ccc(NC(=O)CCC(=O)c2cccs2)cc1 | 11% | -10% | -24% | 7% | -4% | 11% | ? | 2%
NC(=O)Cn1c(-c2nonc2N)nc2ccccc21 | -4% | 2% | 3% | -13% | 2% | 1% | 14% | -10%
Cc1ccc(Sc2ccc(CN3CCCCC3)cc2[N+](=O)[O-])cc1 | 4% | . | . | 0% | -1% | -2% | -1% | 1%
COc1cc(-c2nc(Cc3c(F)cccc3Cl)no2)cc(OC)c1OC | -3% | 0%[15.4 µM] | -23% | 3% | ? | -7% | -1% | -1%

A run of entries of the results above:
SMILES | GAA glycogen mod | GAA inhib | SMN2 splice enh | aGal spleen mod | JMJD2E inh | GoLoco inh red | ALDH1A1 block | aGlu spleen mod
C=CCNc1nc(C)nc(OC)n1 | 10% | ? | . | 2% | -8% | . | 6% | 4%
CC(=O)c1c(C(C)=O)c(C)n(C2CCCCC2)c1C | 5% | 3% | -10% | 6% | 9% | -5% | 1% | 3%
Cc1nc(SCn2nnc3ccccc3c2=O)nc(C)c1C | 2% | 2% | -5% | 3% | 1% | 8% | ? | -4%
Cc1csc(=Nc2ccccc2)n1CCO | 13% | -7% | 14% | -10% | -1% | -7% | 1% | -4%
